Compound activity deposited in PubChem by The Scripps Research Institute Molecular Screening Center.
SRC1 TRFRET art: TR-FRET artefact, counter-screen to PPARgamma/SRC-1 agonist assay | TR-FRET detection artefact counter-screen, emission ratio; active compounds read high | TR-FRET ratio at 8 µM | hit rate 0.34% among 99,000 | AID 1051; in the data active = TR-FRET ratio above about 2300; note: inactives centre near 1800; reference of the scale not given here
SRC3 TRFRET art: flags TR-FRET format artefacts in PPARgamma SRC-3 recruitment agonist screen | TR-FRET artefact counter-screen, PPARgamma/SRC-3 format; active compounds read high | TR-FRET ratio at 8 µM | hit rate 0.39% among 99,000 | AID 1048; in the data active = TR-FRET ratio above about 2000; note: inactives centre near 1600; reference of the scale not given here
An asterisk follows results filed as active. Some of the compounds tested; rates above refer to the full screens.

structure,SRC1 TRFRET art,SRC3 TRFRET art
O=C(O)CN=C1CC(c2ccccc2)CC(=O)/C1=C(/O)CCCN1C(=O)c2ccccc2C1=O (stereo not drawn),1696,1574
CCOC(=O)c1nnc(-c2ccccc2)nc1N1CCSCC1,1606,1386
C=CCNC(=O)C1CC1(c1ccccc1)c1ccccc1 (stereo not drawn),1709,1585
Cc1c(C(=O)NN2CCOCC2)oc2c1ccc1ccccc12,1786,1533
O=C(CNc1ccccc1)N/N=C/c1cn(-c2ccccc2)nc1-c1ccccc1,1666,1483
CCCCSc1nc2c(cnn2-c2ccccc2)c(=O)n1N,1900,1748
CCOc1ccc(-c2cc(CCCC(=O)NCc3cccnc3)no2)cc1,1776,1568
Cc1ccc(-c2nc(C=Nc3ccc(O)cc3)c(O)o2)cc1,1859,1410
O=C(NNc1cc(N2CCCC2)nc(N2CCCC2)n1)c1ccc([N+](=O)[O-])cc1,1700,1572
CCCc1cc(-c2n[nH]c(=S)n2CC)c2ccccc2n1,1579,1470
C=CCNC(=O)COC(=O)c1ccc(C)c(NC(=O)c2ccco2)c1,1583,1336
Cc1ccc(CN2CCN(Cc3nc4c(s3)CCCC4)CC2CCO)cc1 (stereo not drawn),1786,1799
COc1ccc(Nc2cc(C(=O)NCc3ccco3)c3ccccc3n2)cc1,2007,1590
O=C(NCc1ccccc1)c1ccc(OCC2CCCO2)cc1 (stereo not drawn),1514,1450
O=C(NCC(c1ccco1)N1CCCCC1)C(c1ccccc1)c1ccccc1 (stereo not drawn),1593,1527
NC(=O)CSc1nccn1Cc1ccc(Cl)cc1,2039,1535
COc1ccc(S(=O)(=O)NC(C(=O)NCCc2ccccn2)C(C)C)cc1 (stereo not drawn),1980,1590
Cc1ccccc1NC(=S)N(Cc1cccnc1)Cc1ccccc1Cl,1712,1453
COc1ccc(CCNC2CC(=O)N(N(C)C)C2=O)cc1OC (stereo not drawn),2023,1536
CCc1nc2ccccc2c(C(=O)OCC(=O)C(C)(C)C)c1C,1853,1605
O=C(NCCn1cc(SCc2ccc(F)cc2)c2ccccc21)c1ccccc1F,1497,1601
NNc1cc([N+](=O)[O-])cc2c1C(=O)N(Cc1ccccc1)S2=O (stereo not drawn),1744,1760
COc1ccc2nc(N3C(=O)/C(=C/c4ccc(Cl)cc4)NC3=S)sc2c1,1871,1528
COc1ccc(/C=N/NC(=O)c2ccc(Cl)cc2)cc1COC(C)=O,1854,1562
COC(=O)c1ccc(CSc2nc3sc4c(c3c(=O)n2C)CCCC4)o1,1508,1486
CCOC(=O)Cc1csc(NC(=O)CSc2ccc(Br)cc2)n1,1776,1627
S=C(NCc1ccccc1)N1CCN(Cc2ccc3c(c2)OCO3)CC1,1696,1755
O=C(Nc1ccc(F)cc1)N(CCCN1CCOCC1)Cc1cc2cc3c(cc2[nH]c1=O)OCO3,2057,1487
COC(=O)c1cc(NS(=O)(=O)c2ccc(NCc3cccnc3)c([N+](=O)[O-])c2)cc(C(=O)OC)c1,2015,1716
COc1ccccc1CNC(=O)c1ccc(OCC2CCCO2)cc1 (stereo not drawn),1933,1543

Reprinted from the part before: 3 compounds, then new ones.
structure,SRC1 TRFRET art,SRC3 TRFRET art
O=C(Nc1ccc(F)cc1)N(CCCN1CCOCC1)Cc1cc2cc3c(cc2[nH]c1=O)OCO3,2057,1487
COC(=O)c1cc(NS(=O)(=O)c2ccc(NCc3cccnc3)c([N+](=O)[O-])c2)cc(C(=O)OC)c1,2015,1716
COc1ccccc1CNC(=O)c1ccc(OCC2CCCO2)cc1 (stereo not drawn),1933,1543
CN1CCN(C(=O)CSc2nc(-c3cccs3)cc(-c3cccs3)c2C#N)CC1,1988,1822
Oc1ccc(Br)cc1C=Nc1cccn2cc(-c3ccccc3)nc12,1670,1820
N/C(=N\OC(=O)CCCc1ccccc1)c1ccc([N+](=O)[O-])cc1,1616,1549
Cc1ccc(/C=N/n2c(C)cc(C)c(C#N)c2=O)o1,1744,1386
Cc1cc(O)c(/C=N/Nc2ccc(F)cc2)c(=O)o1,2243,1593
CCN1CCCC1CNC(=O)c1ccc(CS(=O)(=O)c2ccccc2C)o1 (stereo not drawn),1798,1641
COc1ccc(C(C(=O)NCC2CCCO2)N(C(=O)CNC(=O)c2cccs2)c2ccccc2)cc1OC (stereo not drawn),1696,1261
COc1ccc(C(=O)NCc2nnc(SCC(=O)N3CCc4ccccc43)n2Cc2ccccc2)cc1,2023,1470
O=C1CCCN1c1ccc(S(=O)(=O)Nc2cccnc2)cc1,1692,1382
FC(F)C(F)(F)C(F)(F)C(F)(F)c1cc(-c2ccccc2)n[nH]1,1787,1442
CCOc1ccc(N2C(=O)C(CC(=O)Nc3ccccc3)N(Cc3ccccn3)C2=S)cc1 (stereo not drawn),1640,1450
Cc1nn(C)c(C(=O)NN)c1Cl,1776,1865
COc1cc(NC(=O)c2cccc(C)c2)c(OC)cc1NC(=O)CN1CCOCC1,1849,1720
C=CCNc1ccc(C(=O)O)cc1,1913,1481
O=C(COc1ccccc1)N/N=C/c1ccc2c(c1)OCO2,1923,1430
Cc1cccc(N2CC(O)(c3cccs3)[N+]3=C2CCCC3)c1 (stereo not drawn),1851,1723
CN(c1cccc(NC(=O)c2cccc([N+](=O)[O-])c2)c1)S(C)(=O)=O,1979,1430
Cc1ccc(NC(=O)CN(C)C(=O)Cn2cc(C(F)(F)F)ccc2=O)cc1,2077,1655
O=C(Nc1ccc([N+](=O)[O-])cc1)c1cncc(Br)c1,2065,1624
O=C(/C=C/c1c(F)cccc1Cl)NCc1ccco1,1640,1649
NS(=O)(=O)c1ccc(CCNC(=O)CN2CCCCC2)cc1,1772,1673
Cc1cc(C)c2c(N)c(C(=O)NNC(=O)c3ccccc3)sc2n1,1711,1460
O=c1c(Cc2c(F)cccc2Cl)c(O)ccn1CCc1c[nH]c2ccccc12,1752,1579
Clc1ccccc1Cn1c(/C=C/c2ccco2)nc2ccccc21,1727,1609
NCCCNC(=O)c1cc2ccccc2[nH]1,1631,1746
c1ccc(C2CCC(N3CCNCC3)CC2)cc1 (stereo not drawn),1742,1502
CC(NC(=O)/C=C/c1ccc(Br)cc1)c1ccccc1 (stereo not drawn),1577,1331
COc1cnc(-c2ccccc2)nc1Oc1ccc(Cl)cc1C,2066,1637
COc1ccc2nc(NC(=O)C3=NN(c4ccccc4)C(=O)CC3)sc2c1,1376,1542
O=C(NCc1ccco1)c1cc([N+](=O)[O-])ccc1N1CCCCC1,1918,1466

4 compounds picked at random from those above:
structure,SRC1 TRFRET art,SRC3 TRFRET art
CCCCSc1nc2c(cnn2-c2ccccc2)c(=O)n1N,1900,1748
O=C(NCc1ccccc1)c1ccc(OCC2CCCO2)cc1 (stereo not drawn),1514,1450
C=CCNC(=O)C1CC1(c1ccccc1)c1ccccc1 (stereo not drawn),1709,1585
O=C(Nc1ccc([N+](=O)[O-])cc1)c1cncc(Br)c1,2065,1624

Later entries:
structure,SRC1 TRFRET art,SRC3 TRFRET art
Cn1c(C(C(=O)NCC2CCCO2)N(CCc2ccccc2)C(=O)Cn2nnc3ccccc32)nc2ccccc21 (stereo not drawn),1831,1637
Clc1cccc(-c2nc3nc4ccccc4nc3n2Cc2ccccc2)c1,1522,1513
CC(=O)Nc1cccc(N=NN2CCCCC2)c1,1854,1658
O=C(O)Cc1sc(N/N=C\c2ccccc2)nc1-c1ccccc1,2008,1570
CSc1cccc(NC(=S)N(Cc2ccccc2)Cc2cccnc2)c1,1628,1524
O=C(c1ccccc1)N1CN2CN(C(=O)c3ccccc3)CC([N+](=O)[O-])(C2)C1,1662,1612
S=C(Nc1ccccc1Cl)N1CCCCC1,1756,1595
CCOC(=O)C(NC(=O)C1CCCN1C(=O)OCc1ccccc1)C(=O)OCC (stereo not drawn),1772,1553
CCCC12CN3CCN(CC(C3)/C1=N\NC(=O)c1ccccc1N)C2,1754,1604
COC(=O)CCC(=O)NC(=S)Nc1ccc(S(=O)(=O)N2CCCC2)cc1,1843,1542
CCOC(=O)N1CCN(C(=O)CSc2nc3c(cnn3-c3ccc(Cl)cc3)c(=O)[nH]2)CC1,1781,1596
COc1ccc(N2CCN(C(=O)Nc3ccccc3Cl)CC2)cc1,1529,1502
CNc1[nH]ncc1[N+](=O)[O-],1623,1464
Cc1ccc(Nc2nc3nonc3[nH]c2=O)cc1Cl,1928,1830
CC(=O)c1cccc(NC(=S)Nc2ccn(Cc3cccc4ccccc34)n2)c1,1833,1430
CC(C)C(=O)Nc1ccc(C(=O)N/N=C/C2CC3C=CC2C3)cc1 (stereo not drawn),1676,1560
O=C(Cc1ccc(F)cc1)Nc1cccc(-c2ccc3nncn3n2)c1,1809,1590
CCn1ccnc1[C@@H]1C[C@H]2CN(Cc3cccc(Cl)c3)C(=O)[C@]23CCCN13,1984,1838
COc1cccc2oc(-c3ccco3)cc(=O)c12,1595,1452
Cc1cccc(/C(N)=N/OC(=O)c2ccc(Cl)cc2Cl)c1,1872,1522
O=C(O)CNC(=O)c1nc(-c2ccccc2)n(-c2ccccc2)n1,1971,1759
O=C(O)[C@H](CSCc1ccccc1)NS(=O)(=O)c1ccc(F)cc1,1794,1395
CCOc1ccc2ccccc2c1/C=N\NC(=O)OC,1606,1529
O=C1CC(c2ccco2)CC(O)=C1C=NCCN1CCN(C(=O)Nc2ccc(Cl)cc2)CC1 (stereo not drawn),1626,1435
Cc1cccc(C)c1NC(=O)COc1ccc2c(C)c(Cc3ccccc3)c(=O)oc2c1,1631,1670
COc1ccc(-c2nc(CN3CCN(c4ccccc4OC)CC3)c(C)o2)cc1,1936,1550
CC(=O)N/N=C(\C)c1ccc2c(c1)OCCO2,1683,1416
S=C(Nc1ccccc1Cl)N(CCCN1CCOCC1)Cc1ccco1,1733,1347
COc1ccccc1-c1nc(-c2ccc(Br)cc2)no1,1827,1568
Cc1ccc(Nc2c(-c3ccco3)nc3ccccn23)cc1,1779,1823

Additional entries follow.
canonical_smiles	SRC1 TRFRET art	SRC3 TRFRET art
CCOC1(C)OCC(=O)[C@]2(CCC3C4CCC5=CC(=O)C=CC5(C)C4C(=O)CC32C)O1 (stereo partly drawn)	1926	1574
O=C(Nc1ncccn1)C1c2ccccc2Oc2ccccc21	1878	1507
O=C(COC(=O)CNC(=O)c1ccccc1F)NCC(F)(F)F	2064	1542
CC(C)OC(=O)CSc1nnc2c(n1)[nH]c1ccc(F)cc12	1790	1464
O=C(O)c1ccc(N=NN2CCCC2)cc1	1720	1688
Cc1ccc(OCC(=O)Nc2ccc3c(c2)OCO3)cc1C	1526	1770
COCC(C)NC(=S)NCCc1ccc(Cl)cc1Cl (stereo not drawn)	1816	1724
CC(=O)Nc1ccc(C(=O)N/N=C/C2CC3C=CC2C3)cc1 (stereo not drawn)	1855	1818
CCN=C1SC(CC(=O)NCc2ccccc2)C(=O)N1CC (stereo not drawn)	1628	1347
COc1ccc(CNC(=O)C2CCN(S(C)(=O)=O)CC2)c(OC)c1	1694	1593
Cc1cc(NC(=O)CSc2nccn2-c2cccc(C)c2C)no1	1716	1775
CC1(C)Cc2c(sc3[nH]c(=S)[nH]c(=O)c23)CO1	1930	1704
CCOC(=O)C1(CC2CC2)CCN(C(=O)c2ocnc2C)CC1	1643	1447
CCCc1nn(C)c(C(=O)Nc2cccc3ccccc23)c1Cl	1954	1567
O=C(CSc1nnc(-c2ccccc2)c(-c2ccccc2)n1)Nc1ccc(Br)cn1	1540	1246
Cc1c(Cl)cccc1NC(=S)/C(=C(\[O-])c1ccc(Cl)s1)[n+]1ccccc1	1860	1570
Cc1cc2c(nc1C)CCCN2C[C@@H](C)O/N=C1/[C@H]2CCn3c(=O)n(-c4ccccc4)c(=O)n3[C@H]2[C@H](O)[C@@H]2O[C@H]12	1616	1609
O=C(Cn1ccc([N+](=O)[O-])n1)Nc1nccs1	1916	1747
Cc1nnc(NC(=O)CSc2nnc(-c3ccco3)o2)s1	1642	1503
CCN(CC)C(=O)CCCSc1nnc(Nc2ccccc2F)s1	1819	1662
COc1ccc(OC)c(NC(=O)Cn2c(CCC(=O)O)ccc2-c2ccc(C)cc2)c1	2056	1444
CC(C)C[C@H](N)c1cn([C@@H](Cc2cc3ccccc3[nH]2)C(=O)N2CCNCC2)nn1	1633	1682
COc1ccc(C2C(C(=O)Nc3cc(OC)c(OC)c(OC)c3)c3ccccc3C(=O)N2C)cc1 (stereo not drawn)	1509	1457
CC(C)NC(=O)C1(O)c2ccccc2NC(=O)N1c1ccc(Cl)c(Cl)c1 (stereo not drawn)	1750	1548
COc1ccc(N2CCN(C(c3ccco3)c3sc4nc(C)nn4c3O)CC2)cc1 (stereo not drawn)	2112	1824
CC/C(C)=N/Nc1nc2c(c(=O)[nH]c(=O)n2C)n1CCc1ccccc1	1552	1178
Cc1ccc(NC(=O)CSc2nc3c([nH]c4ccccc43)c(=O)n2C)cc1	1841	1705
CCN(CC)C(=O)CSc1ccc(C(F)(F)F)cc1[N+](=O)[O-]	1626	1506
O=C(Nc1ccccc1)C(=O)c1cn(CC(=O)N2CCCCC2)c2ccccc12	1757	1575
CC1CCC/C(=N\NC(=O)c2ccncc2)C1 (stereo not drawn)	1729	1394

Another view of some results above.
CCN(CC)C(=O)CSc1ccc(C(F)(F)F)cc1[N+](=O)[O-]
  SRC1 TRFRET art: 1626	SRC3 TRFRET art: 1506

O=C(Nc1ccccc1)C(=O)c1cn(CC(=O)N2CCCCC2)c2ccccc12
  SRC1 TRFRET art: 1757	SRC3 TRFRET art: 1575

CC1CCC/C(=N\NC(=O)c2ccncc2)C1 (stereo not drawn)
  SRC1 TRFRET art: 1729	SRC3 TRFRET art: 1394
